# Assay outcomes from PubChem BioAssay.
# FN deposition inh – inhibitors of fibronectin matrix deposition, primary screen, AH1F cells, Alexa488-fibronectin fluorescence, plate reader; AH1F fibroblasts, overnight; inhibition, % at 12.6 µM; actives 0.086% (n = 350,000); AID 743247, 2014;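 active = mean inhibition across replicates of 30% or more, regardless of how many single replicates reach that level; inconclusive = mean under 30% yet at least half of replicates reach 30%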;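 also: positive control wells lacked labelled fibronectin entirely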
#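 Schedule: 1 h cell adhesion before compound, then overnight fibronectin incubation; test system: AH1F fibroblast monolayer depositing Alexa488-labelled fibronectin into matrix; quantity: 10000 AH1F cells per well; probe or stimulus: fluorescent fibronectin at 24 nM final; signal: fluorescence, ex 485 nm, em 525 nm; evaluation: percent inhibition as loss of matrix-bound fibronectin fluorescence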
# miR-122 sensor – miR-122 Renilla sensor signal increase in Huh7, primary screen, miR-122 inhibitor project, cell-based, single point, plate reader; Huh7 miR-122 Renilla luciferase sensor, 48 h; neutral wells = 0, positive control = 100; activation (reporter increase), % at 12.5 µM; actives 0.3% (n = 340,000); AID 602342, 2012;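 active = mean replicate activation score at least 90 and every replicate individually at or above 90; inconclusive = only one of the two criteria met; inactive = neither criterion met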;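 also: higher luciferase means less miR-122 activity so hits act as miR-122 inhibitors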
# EWS-Fli block – EWS/Fli-driven NR0B1 reporter inhibitors, primary screen, A673 cells, NR0B1 luciferase, luminescence, MLPCN library; viability-normalised; inhibition, % at 12.6 µM; actives 0.67% (n = 350,000);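 active = mean inhibition of at least 50% after viability correction, with every replicate also passing that limit; inconclusive = mean reaches 50% but only one of two replicates passes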;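 also: firefly luciferase signal divided by Alamar Blue viability fluorescence both relative to DMSO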
# LGR2 inh – inhibitors of bursicon-induced LGR2 CRE-luciferase signal, primary screen, cell-based, HEK293, CRE-luciferase reporter, bursicon stimulation | Drosophila bursicon receptor LGR2 (rickets) | bursicon-stimulated, 4 h | inhibition, % at 9.99 µM | actives 0.35% (n = 380,000) | AID 720647, 2013;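 active = drop in luminescence signal, shown as inhibition above about 50% in the replicate tests, limit read from the data, passing the limit was not always enough; inconclusive = probably only some replicates passing the limit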;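 also: agonist challenge used bursicon conditioned medium at about half maximal strength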
# CASP6 VEID inh – human caspase-6 inhibitors, primary screen, biochemical, VEID-R110 fluorescence, single point, set 2. P55212. purified caspase-6, Z-VEID-R110 cleavage fluorescence. inhibition, % at 12.5 µM. actives 0.53% (n = 350,000);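 active = mean inhibition across replicates at least about 35%, with every replicate also reaching that limit, limit read from the data; inconclusive = only one of the two criteria met; inactive = neither criterion met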;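 also: 0% = median of neutral control wells and 100% = no fluorescence left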
# Target sequence (P55212 24-179 limits assumed): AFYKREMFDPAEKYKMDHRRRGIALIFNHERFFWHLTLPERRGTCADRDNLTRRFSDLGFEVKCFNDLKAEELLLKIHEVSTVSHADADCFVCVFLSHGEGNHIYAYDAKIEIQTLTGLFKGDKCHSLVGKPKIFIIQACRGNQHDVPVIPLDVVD
# Target sequence (P55212 194-293 limits assumed): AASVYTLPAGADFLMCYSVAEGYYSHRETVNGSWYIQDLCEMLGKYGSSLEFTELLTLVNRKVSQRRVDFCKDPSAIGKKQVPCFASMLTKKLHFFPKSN
# PAX8 inh HTS – inhibitors of PAX8-driven TPO luciferase reporter, primary screen, RMG-I cells, single concentration; SteadyGlo, 24 h; inhibition, % at 12.6 µM; actives 1.2% (n = 360,000); AID 652154, 2013;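 active = mean replicate inhibition at least 60% with every replicate also reaching 60%; inconclusive = only one of the two criteria is met; inactive = mean below 60% and not all replicates reaching 60%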;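 also: luciferase light reporting Pax8 driven TPO promoter activity; plate controls were median of neutral control wells for no effect and mitoxantrone controls for full effect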
# PGC1a acetyl inh – inhibitors of PGC1a acetylation signal, primary screen, cell-based, U2OS, AlphaScreen, inhibitor mode; AlphaScreen anti-acetyl-lysine; with virally co-expressed GCN5 acetyltransferase; AID 651687, 2012; inhibition, % at 15.6 µM; actives 0.17% (n = 350,000);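 active = every replicate shows inhibition of at least 40%; inconclusive = mean inhibition at least 40% but some replicate below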;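 also: 0% = neutral control wells and 100% = positive control wells; some results beyond the cut were filed as inactive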
# Cneo AK release – Cryptococcus neoformans cell lysis inducers, primary screen, AK release luminescence, single concentration. actives 0.2% (n = 360,000). lysis activity, % at 15 µM. C. neoformans lysis, adenylate kinase release luminescence, 4 h; normalised: neutral wells 0, clomiphene wells 100;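 active = mean lysis activity across replicates of at least 80%, whatever share of replicates individually reach that level; inactive = mean lysis activity below 80%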
#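 Assay system: C. neoformans cells. Amount: yeast cell density of 5 × 10^6 cells/mL. Technique: AK luminescence. Buffer or medium: YPD. Times: static 4 h at 37 °C with compound, 1 h detection. Dosing: single-point compound dose. Read-out: lysis from increased AK signal.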
# * hit, by the source's call; ? = inconclusive; · = no result given; [ ] = dose if it differs, or a comment.
SMILES,FN deposition inh,miR-122 sensor,EWS-Fli block,LGR2 inh,CASP6 VEID inh,PAX8 inh HTS,PGC1a acetyl inh,Cneo AK release
CN(C)CCN=Cc1c(O)n(Cc2ccc3c(c2)OCO3)c(=S)[nH]c1=O,-1,-1,1,·,-6,3,-2,-5
COc1ccccc1N1CCN(Cc2ccc(Br)s2)CC1,-9,0,·,·,·,3,-10,-1
CCOC(=O)[C@]12Cc3cc(OC)ccc3[C@H]1N(C)C(=O)c1cc(OC)ccc12,-5,·,-1,?,-1,3,·,·
CC(C)c1oc(=O)cc2c1[C@@H](O)[C@H]1OC(=O)[C@@]3(C)CC[C@@H](O)[C@@]2(C)C13 (some centres not stated),2,·,62*,67*,2,37,·,7
C[C@]12CC[C@@H](O)C[C@@H]1CC[C@@H]1[C@@H]2CC[C@]2(C)[C@@H](O)CC[C@@H]12,-5,2,-8,8,1,-3,12,-2
CC(=O)OC1(c2ccccc2)CCN(C)C(C)C1C (configuration not stated),·,3,·,12,·,·,-1,-2
CN(C)c1ccc(CCN2CCOCC2)cc1,2,0,-93,·,-7,-1,2,-1
COC(=O)C1=C(c2cccc(C#N)c2)C[C@@H]2CC[C@H]1N2C(=O)N1CCc2cc(OC)c(OC)cc2C1,13,-6,9,-5,2,8,-2,2
COCC(=O)N1[C@@H]2Cn3c(ccc(C4=CCCC4)c3=O)[C@H]1[C@@H](C(=O)OC)[C@@H]2CO,·,5[16.7 µM],15,-9,-3,-1,-10,-1
CS(=O)(=O)c1ccc(C2=C(CNC(=O)c3cccs3)[C@H]3CC[C@@H](C2)N3Cc2ccccc2)cc1,·,-6,1,3,-1,13,1,-2
Cc1nc(C)c(C(=O)NN=Cc2ccc(N(CCCl)CCCl)cc2)s1,-6,·,12,4,-3,-20,·,·
CCOC(=O)[C@]12Cc3cc(C)ccc3[C@H]1N(C)C(=O)c1ccccc12,0,·,2,13,-1,-10,·,·
Cc1[nH]c2ccccc2c1C(=O)C(=O)N1CC2CC(C1)c1cccc(=O)n1C2 (configuration not stated),·,·,8,12,3,17,·,·
CCCn1cc(C(=O)O)cn1,4,10,-2,11,1,3,14,·
Cc1ccc2c(c1)[C@@H]1CN(C)CC[C@@H]1N2C(=O)Nc1cccc(C(F)(F)F)c1,-3,6,·,-8,·,·,·,3
CC(=O)c1ccc(OCC(=O)N2CCCC(N3CCN(c4ccccc4C)CC3)C2)cc1 (configuration not stated),8,1,8,8,1,17,-2,5
CCOC(=O)CNC(=O)N1Cc2cc(N3CCCCC3)ccc2-n2nncc2C1,-3,1,-1,1,3,-5,0,1
OC[C@H]1Nc2ccc(C#Cc3cccnc3)cc2[C@H]2NCC[C@H]21,-1,·,1,13,17,·,4,·
C[C@]1(O)CCC2C3CC[C@@H]4CC(=O)CC[C@]4(C)C3CC[C@@]21C (some centres not stated),-2,·,2,-11,0,-19,·,·
NNc1n[nH]c(=S)n1N,-10,-4,-8,12,28,-2,6,1
CC[C@H]1c2ccccc2[C@@H]2CC[C@H]1N2c1ccccc1,6,·,0,-1,-4,14,·,·
O=[N+]([O-])c1cc([As](=O)(O)O)ccc1O,-4,63,-2,-3,8,-14,1,3
Cc1ccc(/C=C2\C(=O)NC(=S)N(c3cccc(F)c3)C2=O)o1,-4,·,2,-8,48*,1,·,-1
Cc1cc(O)c(CN2CCN(c3ccccc3)CC2)cc1C,·,0,·,-6,·,·,14,-4
C[N+]1(C)CCN(c2ccccc2)CC1,-12,-1,5,-2,-1,0,·,-1

# Structures shown so far with an NH in an aromatic ring:
SMILES,FN deposition inh,miR-122 sensor,EWS-Fli block,LGR2 inh,CASP6 VEID inh,PAX8 inh HTS,PGC1a acetyl inh,Cneo AK release
CN(C)CCN=Cc1c(O)n(Cc2ccc3c(c2)OCO3)c(=S)[nH]c1=O,-1,-1,1,·,-6,3,-2,-5
Cc1[nH]c2ccccc2c1C(=O)C(=O)N1CC2CC(C1)c1cccc(=O)n1C2 (configuration not stated),·,·,8,12,3,17,·,·
NNc1n[nH]c(=S)n1N,-10,-4,-8,12,28,-2,6,1

# Some values from the list.
# CCOC(=O)CNC(=O)N1Cc2cc(N3CCCCC3)ccc2-n2nncc2C1 in LGR2 inh shows 1
# Cc1ccc2c(c1)[C@@H]1CN(C)CC[C@@H]1N2C(=O)Nc1cccc(C(F)(F)F)c1 in miR-122 sensor shows 6

# (cont.)
SMILES,FN deposition inh,miR-122 sensor,EWS-Fli block,LGR2 inh,CASP6 VEID inh,PAX8 inh HTS,PGC1a acetyl inh,Cneo AK release
N#CCCn1cc(C(=O)Nc2ccc([N+](=O)[O-])cc2)c(-c2ccccc2)n1,3,6,6,-2,4,12,6,0
CCCCSC1=NN1c1nc(N)nc(C)c1CC,5,-4,·,·,·,·,5,0
Cc1ccc(NC(=S)NCCc2cnc[nH]2)cc1C,-3,·,0,-19,1,-23,2,·
Nc1ccc(Cc2ccc(N)c(Cl)c2)cc1Cl,·,-17,37,-13,0,·,1,2
Cc1ccc2c(c1)C1CN(C)CCC1N2C(=O)CCCN1C(=O)c2cccc3cccc(c23)C1=O (configuration not stated),8,-6,15,-7,9,12,2,3
O=C(COC(=O)Cc1ccccc1)Nc1ccc(SC(F)F)cc1,-10,·,-4,12,-3,-17,·,·
O=C(N=Nc1c(O)[nH]c(=O)[nH]c1=O)C1COc2cc3ccccc3cc2O1 (configuration not stated),13,-8,8,-8,·,-1,0,·
COc1ccccc1CCNC1CCC(C(C)(C)C)CC1 (configuration not stated),·,·,1,16,-4,·,-21,0
N#Cc1cccc(-c2ccc([C@H]3[C@@H](CO)N4CCCCN(C(=O)Cc5cccnc5)C[C@@H]34)cc2)c1,·,1[16.7 µM],-5,-2,2,-12,-1,-2
CC(C)[C@H]1C(=O)O[C@@H]2CCN3CC=C(COC(=O)[C@](C)(O)[C@]1(C)O)[C@H]23,0,-2,-7,-10,5,-10,6,0
Nc1ccc(-c2ccccc2)cc1,6,·,-17,-29,-4,-4,2,1
Cn1c(O)c(C2=NN(C(=O)CCl)C(c3ccccc3)C2)c(=O)n(C)c1=O (configuration not stated),-1,-1,-9,·,2,7,-6,8
CCCC(C)C1(CC)C(=O)NC(=O)N=C1N (configuration not stated),11,5,-10,·,4,-3,-9,·
Fc1ccc(CN2CCN(c3ccc(Cl)cc3)CC2)cc1,-7,·,-13,4,0,-30,·,·
CN1C(=O)C(C)(C2=CCCCC2)C(=O)NC1=S (configuration not stated),·,·,-1,2,1,-2,·,·
CCCn1ncc(CN2CCCC(C(=O)c3cccc(OC)c3)C2)c1C (configuration not stated),-4,·,7,-9,-1,-5,·,·
COc1cccc(C(c2nnnn2-c2ccc3c(c2)OCCO3)N2CCC(n3c(=O)[nH]c4ccccc43)CC2)c1OC (configuration not stated),-2,-11,25,20,11,93*,28,-2
COC(=O)C1=C(c2ccc(-c3ccccc3)c(F)c2)C[C@@H]2CC[C@H]1N2C(=O)N1CCC(O)CC1,11,·,14,-5,4,0,·,1
O=S(=O)(c1ccccc1)C1CN1c1c(F)c(F)c(F)c(F)c1F (configuration not stated),-9,·,2,-17,1,-5,·,·
O=c1[nH]c(=O)n(Cc2ccco2)c(O)c1C=NCc1ccc2c(c1)OCO2,-2,-6,·,·,·,·,-25,3
Cc1nc(SCc2c(Cl)cccc2Cl)nc(OC(=O)N(C)C)c1C,-2,7,11,·,6,-16,6,4
COC(=O)c1ccc(NC(=O)CSc2nc3ccc(N4C(=O)C5C6C=CC(C6)C5C4=O)cc3s2)cc1 (configuration not stated),-3,·,-22,104*,0,8,·,·
CC(C)CCNC(=O)c1cc(C(=O)c2cc(F)ccc2O)cn(CCC(C)C)c1=O,·,-2,5,6,2,4,7,·
Cc1nn(Cc2ccccc2)c(Cl)c1C(=O)OCC(=O)NCC1CCCO1 (configuration not stated),·,·,6,-5,-4,12,·,·
CCC1(CC(C)c2ccccc2)C(=O)NC(=O)NC1=O (configuration not stated),-29,-6,-2,-2,-4,-1,-2,3

# Full records, looked up by structure. Order of values: FN deposition inh, miR-122 sensor, EWS-Fli block, LGR2 inh, CASP6 VEID inh, PAX8 inh HTS, PGC1a acetyl inh, Cneo AK release
# `N#CCCn1cc(C(=O)Nc2ccc([N+](=O)[O-])cc2)c(-c2ccccc2)n1` reads 3, 6, 6, -2, 4, 12, 6, 0
# `COC(=O)c1ccc(NC(=O)CSc2nc3ccc(N4C(=O)C5C6C=CC(C6)C5C4=O)cc3s2)cc1` (configuration not stated) reads -3, ·, -22, 104*, 0, 8, ·, ·
# `Nc1ccc(Cc2ccc(N)c(Cl)c2)cc1Cl` reads ·, -17, 37, -13, 0, ·, 1, 2

# Limited to EWS-Fli block, PGC1a acetyl inh and LGR2 inh (7 entries from above):
mol,EWS-Fli block,PGC1a acetyl inh,LGR2 inh
Fc1ccc(CN2CCN(c3ccc(Cl)cc3)CC2)cc1,-13,·,4
CN1C(=O)C(C)(C2=CCCCC2)C(=O)NC1=S (configuration not stated),-1,·,2
CCCn1ncc(CN2CCCC(C(=O)c3cccc(OC)c3)C2)c1C (configuration not stated),7,·,-9
COc1cccc(C(c2nnnn2-c2ccc3c(c2)OCCO3)N2CCC(n3c(=O)[nH]c4ccccc43)CC2)c1OC (configuration not stated),25,28,20
COC(=O)C1=C(c2ccc(-c3ccccc3)c(F)c2)C[C@@H]2CC[C@H]1N2C(=O)N1CCC(O)CC1,14,·,-5
O=S(=O)(c1ccccc1)C1CN1c1c(F)c(F)c(F)c(F)c1F (configuration not stated),2,·,-17
O=c1[nH]c(=O)n(Cc2ccco2)c(O)c1C=NCc1ccc2c(c1)OCO2,·,-25,·

# A portion of the library (hit frequency here may not be typical).
